14-3-3 PPI: modulators of 14-3-3 gamma protein binding, primary screen, biochemical, fluorescence polarization. inhibition, % at 40 µM. FP, 14-3-3gamma / TMR-pS259-Raf peptide binding. 14-3-3 protein gamma (Homo sapiens), P61981. hit rate 0.19% among 160,000; in the data active = inhibition above about 30%;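 also: 0% = protein plus tracer without compound and 100% = blank with tracer alone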
Target sequence (P61981 whole entry, looked up): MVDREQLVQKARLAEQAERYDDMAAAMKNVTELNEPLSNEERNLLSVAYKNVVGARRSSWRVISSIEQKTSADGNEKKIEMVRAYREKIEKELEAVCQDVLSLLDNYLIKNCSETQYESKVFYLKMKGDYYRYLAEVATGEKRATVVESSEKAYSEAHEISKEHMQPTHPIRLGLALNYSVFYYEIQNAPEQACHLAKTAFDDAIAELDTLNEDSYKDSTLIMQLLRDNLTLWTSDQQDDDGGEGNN
Active calls of the source: *; & = joins results of further samples. Only part of the results is shown; the hit share may differ from the screen's.

The first 6 compounds, to show the layout:
14-3-3 PPI | molecule
3.0 | CC1CC(C)CN(C(=O)c2cccc3c2-c2ccccc2C3=O)C1 (stereo unspecified)
2.1 | Cc1cc(NC(=O)CSCc2nc(-c3cccc(Cl)c3)oc2C)no1
-18.8 | COc1ccccc1N1CCN(c2ncnc3sc(C(=O)Nc4cc(OC)c(OC)c(OC)c4)c(C)c23)CC1
-2.6 | CN(C)C(CNC(=O)c1cccnc1Sc1ccccc1)c1ccco1 (stereo unspecified)
1.7 | CCC(C)NC(=O)Cn1c(=O)n(CCCCC(=O)NCc2ccco2)c(=O)c2ccccc21 (stereo unspecified)
0.4 | Cc1ccccc1C(=O)NCC(C)CN(C)C (stereo unspecified)

The listing, from the start:
14-3-3 PPI | molecule
3.0 | CC1CC(C)CN(C(=O)c2cccc3c2-c2ccccc2C3=O)C1 (stereo unspecified)
2.1 | Cc1cc(NC(=O)CSCc2nc(-c3cccc(Cl)c3)oc2C)no1
-18.8 | COc1ccccc1N1CCN(c2ncnc3sc(C(=O)Nc4cc(OC)c(OC)c(OC)c4)c(C)c23)CC1
-2.6 | CN(C)C(CNC(=O)c1cccnc1Sc1ccccc1)c1ccco1 (stereo unspecified)
1.7 | CCC(C)NC(=O)Cn1c(=O)n(CCCCC(=O)NCc2ccco2)c(=O)c2ccccc21 (stereo unspecified)
0.4 | Cc1ccccc1C(=O)NCC(C)CN(C)C (stereo unspecified)
-5.5 | COc1ccc(CCN2CC(C(=O)NC3CCCCC3)CC2=O)cc1OC (stereo unspecified)
-8.7 | O=C(CCCn1c2ccccc2c(=O)c2ccccc21)Nc1ccccc1Cl
-3.5 | CCOC(=O)C1CCCN(CCC(=O)Nc2ccc(Br)cc2)C1 (stereo unspecified)
-80.3 | CCOCCCn1c(=N)c(C(=O)NCc2ccc3c(c2)OCO3)cc2c(=O)n3ccccc3nc21
-3.5 | Cc1ccc(OCC(=O)Nc2c(C(C)C)cccc2C(C)C)cc1C
-3.0 | O=C(CCCCCn1c(=O)[nH]c2ccsc2c1=O)NCc1ccc2c(c1)OCO2
-3.7 | N#Cc1c(N)c(C#N)c(-c2ccc3c(c2)OCO3)c2c1CCCC2
-5.7 | N#CCCN(Cc1cccnc1)S(=O)(=O)c1ccc(S(=O)(=O)NC2CCCCC2)cc1
3.6 | O=[N+]([O-])c1ccc(-c2noc(-c3cccc(Br)c3)n2)cc1
-9.7 | Cc1onc(-c2ccccc2)c1C(=O)Nc1nc2ccc(S(C)(=O)=O)cc2s1
5.2&-5.1 | O=C(NCc1cccnc1)c1ccc(CS(=O)(=O)c2ccc(Cl)cc2)o1
-3.1 | CCOC(=O)C1CCCN(c2cc(=O)n(Cc3ccc(F)cc3)c(=O)[nH]2)C1 (stereo unspecified)
-7.6 | Cc1ccc(-c2noc(CCC(=O)NCCCN3CCN(c4cccc(Cl)c4)CC3)n2)cc1
2.9 | CC(=O)N1CCN(C(=O)c2cccc(S(=O)(=O)Nc3ccc(C)cc3)c2)CC1
-3.7 | CCN(CC)CCCN1C(=O)C(O)=C(C(C)=O)C1c1cccc(OC)c1 (stereo unspecified)
-12.9 | CCC(Sc1nc2ccc(N3CCOCC3)cc2c(=O)n1Cc1ccc2c(c1)OCO2)C(=O)Nc1cccc(C)c1 (stereo unspecified)
-2.8 | CCCOc1ccc(N2C(=O)CC(N3CCNC3=S)C2=O)cc1 (stereo unspecified)
-6.4 | Cc1cc(C(F)F)n2nc(C(=O)Nc3cc(C)on3)nc2n1
-0.4 | OCc1nc2ccc(Cl)cc2[nH]1
-1.8 | CC1CC(C)CN(C(=O)CCn2nc(-c3ccccc3)ccc2=O)C1 (stereo unspecified)
-4.7 | COc1ccc(S(=O)(=O)N2CCCN(CC(=O)Nc3ccc(OC)cc3OC)CC2)cc1
-1.0 | CCc1ccc(-c2nc(CN3CCCC(C(=O)O)C3)c(C)o2)cc1 (stereo unspecified)
3.1 | O=C(CSc1nc2ccccc2c(=O)n1-c1ccccc1)N1CCCCC1
-6.2 | O=C(O)CSC(NC(=O)c1ccccc1)(C(F)(F)F)C(F)(F)F
-4.7 | CCCOc1cccc(NC(=O)c2c(-c3ccccc3)noc2C)c1
-4.3 | COc1ccc(C)cc1NC(=O)c1ccc(S(=O)(=O)N2CCOCC2)cc1
6.6 | CC[C@H](C)[C@H](NS(=O)(=O)c1ccc(C)cc1)C(=O)N1CCC(C(=O)N[C@H](C(=O)O)C(C)C)CC1
-8.1 | COc1ccc(NC(=O)C(NC(=O)C2CCC(C)CC2)C(C)C)cc1OC (stereo unspecified)
-10.6 | NC(=O)CSc1nnc(-c2c[nH]c3ccccc23)n1-c1ccc(F)cc1
-0.8 | CC1CCC(NC(=O)CCn2c(=O)[nH]c3ccccc3c2=O)CC1 (stereo unspecified)
-7.1 | COc1cc2c(cc1OC)-c1cc(Nc3ccc4c(c3)OCCO4)nc(=O)n1CC2
13.4 | Cc1cccc(C)c1OCC(=O)Nc1nccs1
-2.2 | CCCCN(C)C(=O)Cc1c(C(=O)O)[nH]c2ccccc12
-4.7 | COC(=O)CNS(=O)(=O)c1ccccc1[N+](=O)[O-]
-2.0 | Brc1ccccc1CN1CCN(Cc2ccco2)CC1
-4.7 | COc1ccc(-c2nn(C)c3sc(C(=O)N4CCOCC4)cc23)cc1OC
-1.4&4.8 | COc1ccc(Cl)cc1S(=O)(=O)N1CCN=C1C
6.9 | CCOc1ccc2nc(NC3=NC(CC(=O)O)C(=O)N3)nc(C)c2c1 (stereo unspecified)
0.1&-2.2 | CC(=O)c1cccc(NC(=O)CCNS(=O)(=O)c2cccc3nsnc23)c1
2.5 | CC(=O)NC1=NN(C(C)=O)C(c2ccc(Cl)cc2)S1 (stereo unspecified)
-2.5 | CCN1CCCC1CNC(=O)CNC(=O)Cn1cnc2sc3c(c2c1=O)CCCC3 (stereo unspecified)
-2.3 | CC(C)(C)C(=O)CSc1nc2ccsc2c(=O)n1Cc1ccccc1F
-2.9 | CCOC(=O)N1CCC(n2c(SCC(=O)NCc3ccccc3)nc3ccccc3c2=O)CC1
8.2 | Cc1ccc(CNC(=O)CCN2C(=O)C(C)Oc3ccc(C)cc32)cc1 (stereo unspecified)

(more compounds)
14-3-3 PPI | molecule
-13.9 | Cc1nc(Oc2cccc(Cl)c2)c2oc3ccccc3c2n1
-7.8 | O=C(O)c1ccc(Cn2cc(Cl)c([N+](=O)[O-])n2)cc1
-4.3 | Cc1oc(-c2ccccc2F)nc1CS(=O)(=O)CC(=O)NCCN(C)C1CCCCC1
-47.2 | CCOc1ccc(-c2cn(-c3cccc(C)c3C)c(=S)[nH]2)cc1
-2.5 | Cc1cc(=O)[nH]c(NCc2ccccc2)n1
-1.0 | C=CCn1c(SCC(N)=O)nc(C)cc1=O
-0.4 | CC1CCC(N2CCN(Cc3ccccc3[N+](=O)[O-])CC2)CC1 (stereo unspecified)
0.9 | CCOC(=O)C1=C(C)NC(=S)NC1c1cn(-c2ccccc2)nc1-c1ccc(Br)cc1 (stereo unspecified)
-6.4 | O=C(CN1CCCN(S(=O)(=O)c2ccc(F)cc2)CC1)Nc1ccc2c(c1)OCCO2
-14.9 | O=C(Nc1ccccc1Br)c1cc(S(=O)(=O)NCc2ccco2)ccc1F
-27.7 | O=[N+]([O-])c1c(Nc2ccc(Oc3ccccc3)cc2)cc(Cl)c2nonc12
3.4 | Nc1c(C(=O)O)nnn1Cc1ccccc1
-2.3 | CCOc1ccccc1Nc1nc(N)nc(CSc2nncn2C)n1
-7.0 | CC1CC(C)CN(S(=O)(=O)c2ccc(C(=O)Nc3nnc(-c4cccs4)o3)cc2)C1 (stereo unspecified)
-6.4 | O=C(O)C1C2C=CC(C2)C1C(=O)Nc1cccc2ccccc12 (stereo unspecified)
-0.3 | Cc1onc(-c2ccncc2)c1C(=O)O
-1.9 | COc1ccc(C2CC(C(F)(F)F)n3nc(C(=O)Nc4sc5c(c4C(N)=O)CCC(C)C5)c(Br)c3N2)cc1 (stereo unspecified)
-0.7 | O=C(O)CCCCCN1C(=O)c2cccc([N+](=O)[O-])c2C1=O
-64.5 | Cc1cccc(-c2nc(-c3ccccc3)c(-c3cccs3)[nH]2)c1
-0.5 | c1ccc(OCCCCn2cnc3ccccc32)cc1
0.9 | COCCN1C(=O)c2ccccc2C(C(=O)Nc2cc(C)c(Cl)cc2OC)C1c1ccc(F)cc1 (stereo unspecified)
-0.7 | CN1CCN(C(=O)C2CCN(S(=O)(=O)c3ccc4c(c3)oc(=O)n4C)CC2)CC1
3.1 | CC1CCCCC1NC(=O)C1CCN(S(=O)(=O)N2CCCCCC2)CC1 (stereo unspecified)
-147.2 | O=c1c2sc(=S)n(Cc3ccco3)c2nc(SCc2cc(=O)n3ccccc3n2)n1-c1ccccc1
3.5 | c1ccc(CCCNc2ncnc3nc[nH]c23)cc1
-4.9 | Cc1cccc(OCc2nnc(SCC(=O)NCCc3ccccc3)o2)c1
8.8 | COc1ccc(NC(=O)CSc2cn(Cc3ccccc3Cl)c3ccccc23)cc1
0.9 | O=[N+]([O-])c1cc(Oc2ccccc2[N+](=O)[O-])ccc1Cl
-2.7 | O=C(Nc1ncc(Br)s1)C1CCCN1S(=O)(=O)c1cccc2cccnc12 (stereo unspecified)
-1.9 | COc1ccc(N(CC(=O)N2CCc3ccccc3C2)S(=O)(=O)c2ccc(C)cc2)cc1Cl
-2.9 | O=C(COC(=O)c1ccccn1)NCCCc1ccccc1
1.5 | Cc1ccc(CS(=O)(=O)CCC(=O)N2CCN(C)CC2)cc1
-8.4 | COc1cccc(-c2csc(N3CCN(C(=O)C4CCCCC4)CC3)n2)c1
-11.2 | CC(=O)c1ccc(NC(=O)CN2C(=O)C3C4CCC(C4)C3C2=O)cc1 (stereo unspecified)
2.2 | CCOCCCNC(=O)C(c1ccc(C)cc1)N1CCOCC1 (stereo unspecified)
14.7 | CCC(=O)N1CCc2cc(S(=O)(=O)CCC(=O)NC(C)c3ccccc3)ccc21 (stereo unspecified)
-5.6 | CCn1c(=O)n(CC(=O)Nc2ccc(C)c(F)c2)c(=O)c2ccccc21
-4.7&3.3 | COc1ccc(C)cc1S(=O)(=O)N1CCN(S(=O)(=O)c2cc(C)ccc2OC)CC1
-5.5 | CCC1CCCCN1C(=O)CSc1nnc(-c2ccc3c(c2)OCCO3)o1 (stereo unspecified)
-2.9 | Cc1ccc(CNC(=O)c2ccc3c(c2)nc(C)n3-c2cc(C)cc(C)c2)cc1
-52.2 | C=CCNC(=O)c1sc(=S)n2c1[nH]c(=O)c1ccc(C(=O)OC)cc12
-2.0 | Cc1ccc(S(=O)(=O)Nc2nc3ccc([N+](=O)[O-])cc3s2)cc1
-7.0 | Cc1nn(C(C)C(=O)N2CCCCC2)c(=O)c2c1sc1ccccc12 (stereo unspecified)
-6.6 | CCOc1ccc(NC(=O)c2ccc(F)c(S(=O)(=O)NCc3ccc(F)cc3)c2)cc1
-8.0 | Cc1ccc(C2=Nc3ccccc3N=C(c3cc(C)ccc3O)C2)cc1
-6.1&-15.3 | CCOC(=O)c1c(N)sc(C(=O)N2CCCC2)c1C
2.1&0.4 | O=C1NCCCC1C(=O)N1CCN(C(=O)c2ccco2)CC1 (stereo unspecified)
-38.5 | Cc1ccc(NC2=CC(=NS(=O)(=O)c3cccs3)c3ccccc3C2=O)c(C)c1
-31.4 | N=c1c(C(=O)NCc2ccc(F)cc2)cc2c(=O)n3ccccc3nc2n1CC1CCCO1 (stereo unspecified)
-4.3 | COc1ccc(COC(=O)C2=C(C)NC3=C(C(=O)CC(C)(C)C3)C2c2ccc(Cl)cc2)cc1 (stereo unspecified)

Of the compounds above, 2 have a CF3 group.
14-3-3 PPI | molecule
-6.2 | O=C(O)CSC(NC(=O)c1ccccc1)(C(F)(F)F)C(F)(F)F
-1.9 | COc1ccc(C2CC(C(F)(F)F)n3nc(C(=O)Nc4sc5c(c4C(N)=O)CCC(C)C5)c(Br)c3N2)cc1 (stereo unspecified)

(more compounds)
14-3-3 PPI | molecule
1.1 | COc1ccc(OC)c(C2C(C(=O)Nc3ccc(F)cc3)=C(C)NC3=C2C(=O)CC(C)(C)C3)c1 (stereo unspecified)
-3.5 | CCNc1cc(Nc2ccc(Br)cc2)c([N+](=O)[O-])c2nonc12
-4.1 | CCOc1cc2[nH]c(=O)n(CCC(=O)N3CCN(c4cccc(Cl)c4)CC3)c(=O)c2cc1OCC
-5.7 | Cc1cc(NC(=O)COc2cccc(Oc3ccccc3)c2)no1
1.8 | CCn1c(=NC(=O)c2ccc(S(=O)(=O)N3CCCCC3C)cc2)sc2ccccc21 (stereo unspecified)
0.9&-6.2 | O=C(CSc1nc2ccccc2c(=O)n1Cc1ccco1)N1CCCCCC1
3.5 | CCOc1ccccc1Nc1ncnc2c1cnn2-c1ccc(Cl)cc1
-1.6 | CCOC(=O)N1CCN(c2c(NCc3ccccc3OC)c(=O)c2=O)CC1
-4.5 | Cc1cc(Br)ccc1NC(=O)CNC(=O)CN1C(=O)NC2(CCCCCC2)C1=O
-5.8 | CN(CCNC(=O)C1CC(=O)N(c2ccc(F)c(Cl)c2)C1)Cc1ccccc1 (stereo unspecified)
-21.4 | CCC(C)NC(=O)c1cc(Nc2cc(C)ccc2C)nc2ccccc12 (stereo unspecified)
-3.0 | CCCn1c(N)c(C(=O)COC(=O)c2c(C)noc2C)c(=O)n(C)c1=O
-13.4 | COC(=O)C1=C(C)OC(N)=C(C#N)C1c1ccccc1 (stereo unspecified)
-8.9 | c1ccc(Oc2cc(-n3cccn3)ncn2)cc1
-6.1 | CC(C)c1ccc(NC(=O)C(c2ccccc2)N2CCN(C(=O)c3ccco3)CC2)cc1 (stereo unspecified)
-5.8 | CCOc1cccc(NC(C)=O)c1
2.6 | Cc1cccc(N2CCN(C(=O)c3ccc(F)cc3)CC2)c1C
-7.8 | COc1ccc(NS(=O)(=O)c2cccc3nsnc23)cc1
-13.2 | Cc1ccc(NC(=O)c2nn3c(c2Br)NC(c2cccs2)CC3C(F)(F)F)cc1C (stereo unspecified)
1.4 | O=C(NCCc1ccc(Cl)cc1)C1CCN(S(=O)(=O)c2ccc(-n3cnnn3)cc2)CC1
-14.7 | CCc1ccc(NS(=O)(=O)c2ccc3[nH]cc(C(=O)N(C)CCC#N)c(=O)c3c2)cc1
8.0 | CCN(CCCNC(=O)C1c2ccccc2C(=O)N(C)C1c1c[nH]c2ccccc12)c1cccc(C)c1 (stereo unspecified)

Screening results from PubChem BioAssay.
